# MazF activator – MazEF (E. coli) toxin RNase activation. FAM/BHQ RNA-DNA oligo cleavage fluorescence, 5 h. activation, % at 20 µM. AID 504720. P0AE70. 0.32% of 350,000 active; in the data active means activation above about 50%
# PriA SSB inh – K. pneumoniae PriA-SSBct interaction inhibition; inhibition, % at 33 µM; 0.6% of 430,000 active; AlphaScreen SSBct-PriA binding, biotinylated peptide; AID 1272365; in the data active means inhibition mostly above about 37%, no sharp cut-off; inactive means mostly below about 20%;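 further: plate controls were negative control peptide for no effect and reference peptide for full effect; strong numbers were not always called active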
# Rv3671c protease – inhibits the M. tuberculosis serine protease Rv3671c | 0.048% of 320,000 active | inhibition, % at 5.96 µM | AID 2606; in the data active means inhibition above about 38%;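 further: extracellular domain of Rv3671c used as enzyme; 0% = enzyme with DMSO and 100% = no enzyme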
# Target sequence (P9WHR9 whole entry, looked up, the tested form may be a part): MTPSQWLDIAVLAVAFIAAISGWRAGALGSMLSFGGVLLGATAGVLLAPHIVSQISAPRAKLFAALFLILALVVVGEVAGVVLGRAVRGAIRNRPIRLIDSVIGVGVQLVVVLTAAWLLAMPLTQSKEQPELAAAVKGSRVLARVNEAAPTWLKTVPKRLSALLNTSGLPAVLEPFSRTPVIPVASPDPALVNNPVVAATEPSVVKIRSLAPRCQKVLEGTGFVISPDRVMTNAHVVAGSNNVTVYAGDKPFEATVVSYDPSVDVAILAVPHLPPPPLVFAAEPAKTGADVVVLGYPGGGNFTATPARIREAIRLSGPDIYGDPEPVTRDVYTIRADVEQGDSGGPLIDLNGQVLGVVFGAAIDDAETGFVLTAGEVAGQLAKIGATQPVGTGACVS
# GDH-TPI counter – inhibits GDH-TPI coupling enzymes, artifact for Mtb FBA screen; GDH-TPI coupled enzyme counterscreen, NADH absorbance; inhibition, % at 4.8 µM; 1.2% of 360,000 active; AID 588335; in the data active means inhibition above about 30%;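 further: 0% = DMSO wells and 100% = wells lacking the enzyme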
# SARS 3CLpro inh – SARS-CoV 3CLpro protease inhibition | recombinant SARS-CoV 3CLpro, quenched FRET peptide cleavage | inhibition, % at 6 µM | 0.14% of 290,000 active; in the data active means inhibition above about 12%
# Mtb FBA inh – inhibitors of M. tuberculosis fructose-bisphosphate aldolase. AID 588726. purified M. tuberculosis FBA, fluorescence read-out. 2.3% of 360,000 active. inhibition, % at 1 µM; in the data active means inhibition above about 27%;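 further: 0% = vehicle and 100% = reference inhibitor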
# UGM FP inh – inhibitors of M. tuberculosis UDP-galactopyranose mutase; P9WIQ1; purified UGM, fluorescence polarization probe displacement; 0.06% of 320,000 active; inhibition, % at 10 µM; in the data active means inhibition above about 10%, passing the limit was not always enough
# Target sequence (P9WIQ1 whole entry, looked up): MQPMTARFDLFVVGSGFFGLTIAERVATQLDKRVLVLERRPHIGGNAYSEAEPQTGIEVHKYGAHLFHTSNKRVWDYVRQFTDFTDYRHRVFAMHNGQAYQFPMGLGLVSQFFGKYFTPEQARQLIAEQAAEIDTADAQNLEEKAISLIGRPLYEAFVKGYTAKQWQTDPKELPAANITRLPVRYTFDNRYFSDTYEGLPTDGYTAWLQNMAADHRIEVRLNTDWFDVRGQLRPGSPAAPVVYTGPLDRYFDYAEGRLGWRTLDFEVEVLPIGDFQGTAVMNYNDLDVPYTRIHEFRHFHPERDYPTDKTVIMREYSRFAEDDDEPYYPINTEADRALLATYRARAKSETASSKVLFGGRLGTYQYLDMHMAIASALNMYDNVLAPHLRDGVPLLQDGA
# Vc quorum ag – induces V. cholerae light production without autoinducers; V. cholerae BH1578 lux reporter, luminescence, 6 h; activation, % at 18.7 µM; 0.16% of 350,000 active; AID 588436; in the data active means activation mostly above about 9.7%, no sharp cut-off; further: not every result past the cut was called active; inactives centre near 0; reference of the scale not given here
# DUSP3 inh – DUSP3 (human) phosphatase inhibition. 0.52% of 290,000 active. P51452. inhibition, % at 13.3 µM. recombinant VHR phosphatase, pNPP absorbance; in the data active means inhibition above about 50%; further: some compounds called inactive have numbers as strong as hits
# Target sequence (P51452 whole entry, looked up): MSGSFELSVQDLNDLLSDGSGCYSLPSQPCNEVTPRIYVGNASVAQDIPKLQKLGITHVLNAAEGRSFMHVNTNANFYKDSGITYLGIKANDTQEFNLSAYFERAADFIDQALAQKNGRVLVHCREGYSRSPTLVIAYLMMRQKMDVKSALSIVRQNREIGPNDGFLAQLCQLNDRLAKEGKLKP
# Mtb BioA inh – BioA (M. tuberculosis) enzyme inhibition. 0.096% of 360,000 active. inhibition, % at 9.99 µM. purified M. tuberculosis BioA enzyme, plate reader; in the data active means inhibition above about 40%
# Numbers without * were called inactive; i = inactive; nt = no result given; & = joins results of further samples. A portion of the library; the hit share may differ from the screen's.
# Second line of a record: MazF activator, PriA SSB inh, Rv3671c protease, GDH-TPI counter, SARS 3CLpro inh, Mtb FBA inh, UGM FP inh, Vc quorum ag, DUSP3 inh, Mtb BioA inh
Cc1cccc(N2CCN(Cc3cn(C)nc3-c3ccccc3F)CC2)n1
 : 8, 4, 1, 0, 0, -3, -1.5, i, 34, nt
COc1ccc(C2C(C(=O)NC(C)C)c3ccccc3C(=O)N2C)cc1OC (configuration not stated)
 : -1, -19, 10, -6, 1, -1, 2.2, i, 12, nt
Cc1cccc(NC(=O)NNC(=O)COc2ccc3ccccc3c2)c1
 : -4, 2, -25, 6, 5, 0, -0.1, -6.7, 10, -0.2
O=C(O)c1cc([N+](=O)[O-])ccc1NCc1ccccc1Cl
 : -14, 13, 4, 8, 2, -8, -0.6, -0.3, 7, 3.7
CC(C)c1ccc(C(c2c(O)c3ccccc3oc2=O)c2c(O)c3ccccc3oc2=O)cc1
 : -6, nt, nt, 2, nt, -3, nt, -6.0, nt, nt
CCOc1ccc(C(C(=O)NCCC(C)C)N(CCO)C(=O)c2snc(C(N)=O)c2N)cc1 (configuration not stated)
 : 9, -1, 6, 11, 3, 7, 1.1, -0.2, -23, 1.6
CN(c1ccccc1)S(=O)(=O)c1cccc(NS(=O)(=O)c2ccc(/C=C/C(=O)O)cc2)c1
 : 3, -7, -8, -8, 1, -2, 0.1, -0.2, 14, 0.8
Cc1cccc(S(=O)(=O)N2CCN(Cc3ccc4c(c3)OCO4)CC2)c1
 : -2, 4&-8, 4, 8, -2, -4, 2.5, -3.8, -3, 0.4
Cc1c(NS(=O)(=O)c2cc(C(=O)NC(C)c3ccccc3)ccc2Cl)c(=O)n(-c2ccccc2)n1C (configuration not stated)
 : -2, -8, nt, -5, nt, -1, nt, i, nt, -2.5
O=C1CCc2cc(S(=O)(=O)N3CCN(c4cccc(Cl)c4)CC3)ccc2N1
 : 3, -8, 6, -8, 1, -3, -1.2, i, 19, -1.2
O=C(Nc1ccc(S(=O)(=O)Nc2ncccn2)cc1)c1ccccc1Br
 : 1, -7, -5, 3, -1, 1, 3.2, -0.7, 24, 0.1
Cc1cccc(OCC(=O)N/N=C\c2cc3c(cc2[N+](=O)[O-])OCO3)c1C
 : 5, nt, -8, 9, 1, 1, 1.4, -1.7, 0, -1.1
COc1ccc(-n2cnc3scc(-c4ccc(OC)c(OC)c4)c3c2=O)cc1
 : 3, -4, 11, 5, -3, 6, -0.8, -0.3, 38, 0.4
COc1ccc(CNC(=O)Cn2cncn2)cc1OC
 : -19, 1, 4, 3, 5, 2, nt, -2.1, 13, nt
O=[N+]([O-])c1cccc(-n2cc3ccc([N+](=O)[O-])cc3n2)c1
 : -3, -14, 2, 3, nt, -4, -0.2, -1.4, nt, 0.3
O=S(=O)(Nc1cccc2cn[nH]c12)c1ccc(F)cc1
 : 5, -5, -4, 4, -2, 6, 3.8, 0.9, 7, -0.7
Cn1cnnc1SCC(=O)N1CCC(Cc2ccccc2)CC1
 : 2, 3&-11, 0, -8, 3, 0, 2.8, i, 14, 0.7
CCOC(=O)C(c1c(O)c2ccccc2oc1=O)c1c(O)c2ccccc2oc1=O
 : nt, nt, nt, 11, nt, 6, nt, -0.4, nt, 0.2
Cn1c(=O)c2c(nc(SCC(=O)O)n2Cc2cccc(C(F)(F)F)c2)n(C)c1=O
 : 3, -3, 3, -3, -4, -2, 3.9, i, 2, 1.1
Cc1ccccc1-c1nc(CS(=O)(=O)CC(=O)NCCCN2CCCC2)c(C)o1
 : 4, -6, 4, -8, 2, -2, -0.4, -1.1, 13, -1.7
O=C(CSc1nnc2n1CCCCC2)NCc1ccccc1
 : 8, nt, nt, 10, nt, -1, nt, -0.8, nt, -0.6
COc1cccc(NC(=O)Cn2c(=O)n(-c3ccccc3)c(=O)c3sccc32)c1
 : 10, 4, -3, 5, 4, 0, 5.1, -3.6, 15, nt
COCCCNC(=O)Cn1c(=O)n(Cc2ccc(F)cc2)c(=O)c2sccc21
 : 13, -2, 5, 20, 4, 0, -1.4, -0.2, 5, -1.7
CCOc1ccc(S(=O)(=O)N2CCC(C(=O)OC(C)C(=O)NC3CCCCC3C)CC2)cc1 (configuration not stated)
 : 8, -5, 1, -8, nt, 0, -2.4, -2.1, nt, -1.0
COc1ccccc1CCNC(=O)C(=O)NCCC1CCCCN1S(=O)(=O)c1cccs1 (configuration not stated)
 : -2, -18&-11, 2, 3, nt, -2, -2.7, 1.8, nt, -0.7
C[C@@H](CSc1ccccc1)CN1CC[C@H](O)CCC1=O
 : 4, -5, 4, 1, -1, 2, 0.6, i, 9, 1.0
O=c1c2ccccc2nc(-c2ccccc2)n1-c1ccncc1
 : -14, -3, -4, 11, 5, -3, 0.1, -0.1, 22, -1.7
CC(C)NC(=O)C(C)n1cccc1C(=O)c1ccccc1 (configuration not stated)
 : 2, 2, -1, 10, -5, 1, 2.1, i, 23, 0.0
CCCN(CCC)Cc1c(C(=O)N/N=C/c2ccsc2)nnn1-c1nonc1N
 : -5, nt, 1, 5, 3, -2, -0.6, -0.6, 36, 0.4
Clc1ccc(-c2nnc(-c3cccnc3)o2)cc1
 : -2, -15&-3, 5, -4, 0, 1, 0.1, -0.4, 30, 16

# Continuation.
# Second line of a record: MazF activator, PriA SSB inh, Rv3671c protease, GDH-TPI counter, SARS 3CLpro inh, Mtb FBA inh, UGM FP inh, Vc quorum ag, DUSP3 inh, Mtb BioA inh
COc1cccc(C2/C(=C(\O)c3ccc4c(c3)OCCO4)C(=O)C(=O)N2CCN(C)C)c1 (configuration not stated)
 : -1, nt, 10, 5, 5, 3, 2.5, 0.9, -4, -0.3
COc1ccc(Sc2ccccc2CN(C)C)cc1OC
 : 7, -2, -1, -3, -2, 0, -1.8, -0.6, 17, 2.6
CC1CC(=O)N(C)c2ccc([N+](=O)[O-])cc2N1 (configuration not stated)
 : 0, 11, -5, 5, -1, -1, -0.7, -1.1, 18, -2.0
O=C(CCNS(=O)(=O)c1cccc2nsnc12)N1CCc2ccccc21
 : -17, -16, -5, 1, 4, -1, 0.6, i, -8, -0.1
O=C(Nc1ncnc2c1C(c1ccccc1)c1c(ccc3ccccc13)O2)c1ccccc1 (configuration not stated)
 : -12, -14, -48, 8, nt, 0, 1.7, -0.8, nt, -1.5
Cn1cc(Br)c(C(=O)NNC(=O)Nc2ccccc2C(F)(F)F)n1
 : -31, -5, 6, 0, -2, 0, 1.0, i, -4, nt
O=S(=O)(NCC(c1ccc2c(c1)OCO2)N1CCOCC1)c1ccc(Cl)cc1 (configuration not stated)
 : -20, -16, -2, 2, nt, -3, 2.6, i, nt, 1.0
CC(=O)c1c(CSc2ccccc2)oc2ccc(O)c(CN(C)C)c12
 : 10, 8, 2, 3, -3, 2, 4.0, i, -13, 8.8
CC(C)N1CCCC(C)(C(=O)Nc2nc3ccccc3[nH]2)C1 (configuration not stated)
 : nt, nt, nt, 9, nt, 4, nt, -0.4, nt, -0.7
Cc1cc(=O)oc(C)c1C(=O)NC12CC3CC(CC(C3)C1)C2
 : -4, -2, -1, 1, 2, 2, -3.4, 0.5, 30, -1.9
COC(=O)N/N=C/c1cccc(OC(=O)c2ccc3c(c2)OCO3)c1
 : -3, i, -8, -3, 1, 1, 1.8, i, -5, -0.6
CCN(Cc1cc(=O)n2ccsc2n1)Cc1nc2cc(OC)c(OC)cc2c(=O)[nH]1
 : 7, -2, -3, 2, -3, -4, -1.9, i, -15, -1.8
CCC(C(=O)NCc1ccc(F)cc1)n1nc(C)n2c(cc3occc32)c1=O (configuration not stated)
 : 2, 0, -2, 0, 1, -2, -0.5, i, -8, 6.2
CC(=O)Nc1ccc(-c2csc(NC(=O)C3=COCCO3)n2)cc1
 : 4, 11, 3, 5, nt, 2, 1.2, 0.0, nt, nt
COc1ccc(-c2nnc(N3CCOCC3)c3ccccc23)cc1
 : -5, -16, -2, 2, -7, 0, 1.4, -0.3, 16, 27
O=[N+]([O-])c1ccc(N2CCN(C(=S)NC3CCCCC3)CC2)cc1
 : 16, 9, 3, 13, 5, -7, 0.5, -0.7, 10, -0.1
Cn1c(=O)c2cn3c(c2n(C)c1=O)C(c1ccccc1)CC(c1ccccc1)=N3 (configuration not stated)
 : 5, -11, 4, 3, 2, 0, 2.0, i, -2, 0.7
CN(NC1OC(=O)c2ccccc21)c1ccc(C(F)(F)F)cc1[N+](=O)[O-] (configuration not stated)
 : 0, -4, 2, 4, 10, -4, -3.3, -0.7, 6, -1.5
O=P(C(=NCCO)NO)(N1CCOCC1)N1CCOCC1
 : 11, -16, 6, 1, -5, 2, -1.1, 0.3, 12, 2.8
O=C(OCc1cnc(Cl)s1)c1c(F)cccc1F
 : 1, -12, -2, 8, 0, -4, -4.7, -0.7, 2, nt
Cc1ccc(/C=N/NC(=O)c2cccc([N+](=O)[O-])c2)o1
 : 0, nt, 8, 28, 7, -2, -0.7, -0.3, 5, 0.7
Cc1ccc(-c2cc(C(=O)Nc3ccc(S(=O)(=O)Nc4ncccn4)cc3)[nH]n2)c(O)c1C
 : 2, 7, -75, 10, -1, 5, 0.7, i, -8, -3.5
COc1ccc(NC(=O)NCc2ccncc2)cc1
 : -4, -18, 0, -3, -4, -6, 0.8, 1.2, 32, -0.5
CCCC1(c2ccccc2)NC(=O)N(C/C=C/Cl)C1=O (configuration not stated)
 : -1, 3, 2, -13, -3, -3, 3.1, -0.1, -3, 0.0
CN1CCN(CCCNC(=O)c2cc3c(=O)oc4ccccc4c3s2)CC1
 : 9, -5, -1, 31*, 0, 6, 2.6, 0.3, -8, 1.1
COc1ccc(C2NC(=O)CCC2[N+](=O)[O-])cc1OC (configuration not stated)
 : 6, -5, -4, 6, -4, 1, 2.4, i, 64, -2.9
Cc1ccccc1NC(=O)COC(=O)c1cc[n+]([O-])cc1
 : 1, -19, 6, -2, nt, 1, -3.0, 5.6, nt, -1.3
CSCC[C@H](NC(=O)[C@@H]1Cc2ccccc2CN1)C(=O)NC1CCCCC1
 : 4, 6, -2, 8, -2, 8, 0.8, i, -27, nt
CCOC(=O)N1CCN(S(=O)(=O)c2cc(Br)cc3c2N(C(=O)CC)CC3)CC1
 : -6, -5, -5, -3, 2, 2, -0.5, -0.5, -4, -2.0
CCOC(=O)c1[nH]c(C)c(C(=O)N2CCN(c3ccc(OC)cc3)CC2)c1C
 : -6, 8, -1, -9, 1, 1, -4.8, i, -9, -1.2

# New compounds follow
# Second line of a record: MazF activator, PriA SSB inh, Rv3671c protease, GDH-TPI counter, SARS 3CLpro inh, Mtb FBA inh, UGM FP inh, Vc quorum ag, DUSP3 inh, Mtb BioA inh
O=C(c1ccccc1)C(O)C(c1ccccc1)N1CCOCC1 (configuration not stated)
 : 1, 0, 0, -6, 1, 0, 0.6, i, 13, -0.3
CC(=O)c1c(C)[nH]c(C(=O)COC(=O)CN(C)S(=O)(=O)c2ccc(Cl)cc2)c1C
 : -8, -1, 0, 9, -2, -1, -0.9, 1.4, 26, 1.9
CC1CC2CC(=O)CCC2(C)C2CCC3(C)C(O)CCC3C12 (configuration not stated)
 : 4, nt, nt, -12, nt, -1, nt, i, nt, -1.3
COc1ccc(CCNC(=O)c2cc(C(C)C)on2)cc1OC
 : 4, -4, 2, 10, 2, 5, -1.2, -0.8, 23, 4.0
COc1ccccc1NC(=O)C(=O)N/N=C/c1cccs1
 : 5, nt, 2, 27, 6, 0, -0.2, 0.0, -10, nt
CC(C)CCNC(=O)CSc1nnc(-c2ccc(S(=O)(=O)N3CCCC3)cc2)n1C
 : 0, -8, 4, -1, -1, 2, 0.5, -6.7, 4, -1.2
CCOC(=O)c1c[nH]c2c(C(=O)c3ccccc3)cc(Cl)cc2c1=O
 : -2, 1, nt, 5, 0, 4, 1.2, i, -1, 0.0
O=C(COC(=O)c1cnccn1)Nc1ncc(Cl)cc1Cl
 : -10, 2, 0, -6, nt, -1, 0.1, -2.1, nt, nt
O=C(NCc1ccc2c(c1)OCO2)c1cccc(S(=O)(=O)N2CCOCC2)c1
 : 4, -16, -5, 12, -1, 3, 3.3, i, 11, nt
